GRP78 ERSR act: induces the endoplasmic reticulum stress response in human glioma cells; U87-MG GRP78 promoter luciferase reporter, 16 h; hit rate 0.02% among 420,000; Potency, µM, inactives show at the highest dose activation, usual class: activators; note: potency is the fitted concentration of half-maximal effect; series mostly up to about 76 µM; % of control where 0% means no effect; nearly all actives have a fitted effect of over 35% in size
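Stably transfected U87-MG human glioma cells carrying a GRP78-based luminescent sensor were seeded at 1000 cells/well, pin-dosed with compounds and incubated 16 h. Luciferase reagent was then added, and end-point luminescence was read after 10 min at room temperature.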
Pol kappa inh: inhibitors of human DNA polymerase kappa. Potency, µM (top dose mostly 107 µM), without a hit: at the highest dose activity, negative = inhibition, hits mostly inhibitors. purified Pol kappa, fluorescent DNA synthesis assay, 10 min. hit rate 0.53% among 400,000. AID 588579; note: potency is the fitted concentration of half-maximal effect; % is set by controls: 0 for no effect and ±100 for the full control effect
Target sequence (Q9UBT6 whole entry, looked up): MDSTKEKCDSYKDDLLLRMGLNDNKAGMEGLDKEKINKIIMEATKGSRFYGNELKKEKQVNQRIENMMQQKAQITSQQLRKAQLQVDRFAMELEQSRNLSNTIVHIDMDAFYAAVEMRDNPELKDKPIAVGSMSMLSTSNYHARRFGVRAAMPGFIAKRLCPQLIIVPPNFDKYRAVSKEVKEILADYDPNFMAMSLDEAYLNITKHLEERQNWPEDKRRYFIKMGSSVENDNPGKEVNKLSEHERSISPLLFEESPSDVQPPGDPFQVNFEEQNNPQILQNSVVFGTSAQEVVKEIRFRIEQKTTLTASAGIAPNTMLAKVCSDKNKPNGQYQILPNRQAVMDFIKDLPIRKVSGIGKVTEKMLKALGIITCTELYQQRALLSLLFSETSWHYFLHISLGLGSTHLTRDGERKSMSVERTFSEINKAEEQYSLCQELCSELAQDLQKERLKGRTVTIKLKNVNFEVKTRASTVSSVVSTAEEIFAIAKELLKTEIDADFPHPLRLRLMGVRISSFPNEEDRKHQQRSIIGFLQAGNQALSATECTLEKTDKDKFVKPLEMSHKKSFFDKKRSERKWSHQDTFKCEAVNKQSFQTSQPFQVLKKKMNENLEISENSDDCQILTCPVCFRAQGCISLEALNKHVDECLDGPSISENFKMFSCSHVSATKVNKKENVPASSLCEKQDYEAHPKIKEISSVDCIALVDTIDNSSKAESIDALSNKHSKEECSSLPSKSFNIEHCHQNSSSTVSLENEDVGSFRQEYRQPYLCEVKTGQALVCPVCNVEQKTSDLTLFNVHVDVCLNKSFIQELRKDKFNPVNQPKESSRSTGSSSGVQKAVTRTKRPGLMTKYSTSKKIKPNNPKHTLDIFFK
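Readout: fluorescence, taken kinetically at 0 and 10 min. Conditions: 10 nM Pol kappa, 15 min RT compound preincubation, 50 nM substrate final. Controls: enzyme-free buffer wells.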
BLM helicase inh: blocks DNA unwinding by human BLM helicase. P54132. recombinant BLM DNA unwinding, fluorescence dequenching. Potency, µM (top dose mostly 56.1 µM), for the others: at the highest dose activity change, negative = inhibition, usual class: inhibitors. hit rate 0.2% among 350,000. AID 2528;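 note: potency is the fitted concentration of half-maximal effect; plate controls were vehicle for no effect and no enzyme for full effect; nearly all actives have a fitted effect of over 35% in size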
LDHA block: LDHA (human) enzyme inhibition; P00338; purified LDHA, NADH/diaphorase-resazurin fluorescence; active compounds read low; activity change, % (values are at about 110 or 230 µM); hit rate 0.15% among 480,000; AID 1347041; in the data active = activity change below about -30%; inconclusive = mostly about -25% to -30%;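 note: plate controls were DMSO wells for no effect and wells without enzyme for full effect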
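Human LDH5 (2 nM) was incubated with 0.06 mM NADH and 0.2 mM pyruvate for 5 min at room temperature in Tris pH 7.4. Remaining NADH was coupled through diaphorase/resazurin, and resorufin fluorescence was read at 0 and 20 min.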
Pol beta inh: blocks human DNA polymerase beta activity; Potency, µM (doses to about 114 µM), for the others: at the top dose activity change, negative = inhibition, actives largely listed as inhibitors; Pol beta primer extension/strand displacement, fluorescence kinetic; P06746; hit rate 1.3% among 340,000; note: potency is the fitted concentration of half-maximal effect; % is set by controls: 0 for no effect and ±100 for the full control effect
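Kinetic readout of DNA synthesis with strand displacement by Pol beta. Compound and 10 nM enzyme sit 15 min at room temperature; 50 nM substrate starts the reaction, read immediately and at 10 min.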
Apoferritin bind: candidate novel general anesthetic via apoferritin binding. P02791. apoferritin/1-aminoanthracene competitive binding, fluorescence. Potency, µM (highest dose often 77.5 µM), without a hit: top-dose activity change, negative = displacement, most hits filed as inhibitors. hit rate 0.074% among 350,000. AID 485281; note: potency is the fitted concentration of half-maximal effect; % is set by controls: 0 for no effect and ±100 for the full control effect; nearly all actives have a fitted effect of over 20% in size
Target sequence (P02791 2-175 limits assumed): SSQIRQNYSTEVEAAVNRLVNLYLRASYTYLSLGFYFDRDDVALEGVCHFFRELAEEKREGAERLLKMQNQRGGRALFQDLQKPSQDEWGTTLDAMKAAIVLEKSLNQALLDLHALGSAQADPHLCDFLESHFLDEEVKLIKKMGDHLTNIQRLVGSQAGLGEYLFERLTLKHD
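10 uM apoferritin + 50% sat. 1-AMA, PBS; cpd 10 min RT; Ex380/Em535 endpoint; normalized to free probe vs complex; 4-param Hill fit; propofol titration as pos. ctrl.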
POLI inh: inhibitors of human DNA polymerase iota. Pol iota fluorescent replication assay, 10 min. Q9UNA4. hit rate 1% among 390,000. Potency, µM (series often up to 115 µM), inactives show at the highest dose activity, negative = inhibition, usual class: inhibitors; note: potency is the fitted concentration of half-maximal effect
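Pol iota at 10 nM preincubated 15 min with compounds at room temperature; reaction started with fluorescent substrate, 50 nM final. Fluorescence read kinetically at 0 and 10 min; buffer-only wells as negative control.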
APEX1 inh: inhibitors of human APE1 endonuclease. P27695. recombinant APE1, TAMRA/BHQ-2 abasic DNA cleavage fluorescence. Potency, µM (titrated, usually from 65.8 µM), inactives show at the top dose activity change, negative = inhibition, most hits filed as inhibitors. hit rate 0.35% among 350,000. AID 2517;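 note: potency is the fitted concentration of half-maximal effect; plate controls were vehicle for no effect and reference inhibitor for full effect; nearly all actives have a fitted effect of over 55% in size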
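APE1 at 0.75 nM final was preincubated with compound 15 min at room temperature, then 50 nM double-stranded THF abasic-site substrate (5'-TAMRA/3'-BHQ-2) was added. Fluorescence (ex 525/em 598 nm) was read kinetically; third-minus-first read gave activity.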
Pol eta inh: inhibitors of human DNA polymerase eta | Q9Y253 | recombinant Pol eta, fluorescent DNA replication assay | hit rate 1.2% among 390,000 | Potency, µM (series often up to 114 µM), for inactives: top-dose activity change, negative = inhibition, hits mostly inhibitors; note: potency is the fitted concentration of half-maximal effect; % is set by controls: 0 for no effect and ±100 for the full control effect
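Pol eta (10 nM) was preincubated with compounds for 15 min at room temperature, after which fluorescent replication substrate (50 nM final) was added to start the reaction. Fluorescence was read kinetically at 0 and 10 min.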
Active calls of the source: *; ? = inconclusive; / = not tested or not shown; & = joins results of further samples; [ ] = another dose, or the depositor's remark. Unless noted, calls come from the whole dose curve; as a rule, active = well fitted curve in the direction sought with a large enough effect; inconclusive = small, poorly fitted or top-dose-only effect, or another doubt; inactive = no such curve, though single readings can be large; an effect the other way counts as inactive or inconclusive. Some of the compounds tested; the hit share may differ from the screen's.

cpd	Structure	GRP78 ERSR act	Pol kappa inh	BLM helicase inh	LDHA block	Pol beta inh	Apoferritin bind	POLI inh	APEX1 inh	Pol eta inh
1	Cc1ccc(C(=O)NNC(=O)C(NC(=O)c2cccc(C)c2)C(C)C)cc1 (centres undefined)	5%	1%	/	-6	/	/	-23%	0%	-3%
2	Cc1ccc(C)c(NC(=O)C(OC(=O)c2cnc(C)cn2)c2ccccc2)c1 (centres undefined)	-6%	-13%	/	-3	/	/	-11%	-11%	-16%
3	COc1ccc(C(=O)Nc2c3c(nn2-c2cccc(Cl)c2)CS(=O)C3)cc1 (centres undefined)	0%	-9%	3%	-1	1%	-10%	21%	2%	-7%
4	Cc1ccc(C(=O)NCC(=O)NCc2ccc(Cl)cc2)s1	-4%	-13%	/	-10	/	/	67%[activator]	13%	-4%
5	CC1(C)C[C@H]2C3=CCC4[C@@]5(C)CC[C@H](O)[C@@](C)(CO)C5CC[C@@]4(C)[C@]3(C)C[C@@H](O)[C@@]2(CO)[C@@H](O)[C@@H]1O (some centres undefined)	-2%	7%	/	1	/	/	30%	16%	-12%
6	O=C(NCc1ccccc1)C(c1ccco1)N(C(=O)c1csnn1)C1CC1 (centres undefined)	-3%	-10%	-3%	-2	7%	5%	19%	-1%	-18%
7	C=CCNC(=O)c1ccc(Cn2c(=S)[nH]c3cc4c(cc3c2=O)OCO4)cc1	-4%	79µM*	-16%	-1	-14%	-8%	20µM*	?	?
8	Cc1ccc2[nH]c3c(=O)n(CCC4=CCCCC4)cnc3c2c1	1%	-5%	-2%	-1	9%	-6%	8%	2%	-7%
9	CC1CCCN(C(=O)C2CC(=O)N(c3ccc(Cl)cc3)C2)C1 (centres undefined)	2%	-11%	0%	-6	20%	1%	9%	54%	-1%
10	COc1ccc(C2CC(=O)Nc3c2c(=O)[nH]c2nc4ccccc4n32)cc1 (centres undefined)	-2%	0%	-1%	5&0	1%	-3%	3%	/	-11%
11	COC(=O)c1c(-c2ccsc2)oc2ccc(-c3cc(OC)c(OC)c(OC)c3)cc12	-3%	-16%	/	2	/	/	31%[activator]	/	-9%
12	CCOC(=O)N1CCC(N2CCCC(CO)(Cc3cccc(OC)c3)C2)CC1 (centres undefined)	-5%	4%	0%	-1	1%	-14%	34%[activator]	-4%	-22%
13	COc1ccc(CCN(C)CCC(=O)Nc2c(C)cc(C)cc2C)cc1OC	-4%	-11%	-2%	-6	46%	-6%	-7%	20%	7%
14	COc1cc(-c2cc(-c3ccc(F)cc3)nc(N)c2C#N)ccc1O	0%	-2%	-5%	1	17%	1%	51%[activator]	-8%	3%
15	COc1cc(CN(C(=O)c2ccc(C)cc2)C2CCS(=O)(=O)C2)cc(OC)c1OC (centres undefined)	0%	-18%	1%	-4	-20%	9%	9%	/	-15%
16	COc1cc(C(=O)Nc2ccc3ccccc3c2)cc(OC)c1OC	1%	-14%	-3%	-4	3%	-21%	6%	-13%	0%
17	C=C(NS(=O)(=O)c1ccc(C)cc1)C(=O)OC	-1%	5%	/	2	/	/	13%	19%	-15%
18	O=C(Nc1nc2c(F)cccc2s1)C1CC1	-1%	5%	0%	-1	1%	-9%	-12%	-2%	-6%
19	COc1cc(/C=C/C(=O)OCC(=O)Nc2ccc3c(c2)OCCO3)ccc1OCC#N	-3%	-8%	1%	-4	24%	-12%	22%	9%	-21%
20	COC(=O)c1ccc(C2/C(=C(\O)c3ccc4c(c3)OCCO4)C(=O)C(=O)N2CCCN2CCOCC2)cc1 (centres undefined)	2%	-12%	-1%	-1	19%	-7%	50%[activator]	21%	-10%
21	Cc1cc(SCC(=O)NCc2ccc(Cl)cc2)nc(=O)[nH]1	-3%	-4%[60.1 µM]	0%	-4	-26%	-8%	11%	/	-4%
22	Cc1ccc(C2/C(=C(\O)c3cnn(-c4ccccc4)c3C)C(=O)C(=O)N2CCN(C)C)o1 (centres undefined)	2%	-5%	-10%	2	-8%	-7%	12%	-2%	-26%
23	COc1cccc(N2CCN(C(=O)CCC(=O)c3ccc(Cl)s3)CC2)c1	2%	-15%	/	1	/	/	-18%	16%	-11%
24	CCS(=O)(=O)N1CCC(C(=O)NCc2cccc(OC)c2)CC1	-5%	9%	2%	-3	17%	-7%	35%[activator]	-4%	-7%
25	Cc1noc(C)c1S(=O)(=O)N(CC(=O)Nc1ccc(F)cc1F)c1ccc(C(C)C)cc1	-3%	1%	-14%	4	1%	57%[activator]	17%	/	?
26	CCOc1ccc(S(=O)(=O)n2ccnc2C)cc1	/	/	1%	6	-9%	-4%	/	24%	/
27	O=C(CC(O)(c1ccccc1)C(F)(F)C(F)F)c1cccs1 (centres undefined)	-5%	-8%	-9%	-4	11%	?	10%	14%	-22%
28	CCn1c(SCC(=O)Nc2cccc(F)c2)nc2c(c1=O)SC(C)C2 (centres undefined)	-2%	-13%	7%	-9	25%	-16%	4%	17%	-17%
29	Cc1ccc(C(=O)NC(C(=O)Nc2ccccc2)c2ccccc2)cc1 (centres undefined)	4%	-4%	-4%	-1	2%	-13%	-21%	34%	-12%
30	CCCn1nnnc1SCC(=O)NNC(=O)C1CCCCC1	/	/	3%	/	-19%	-9%	/	3%	/
31	COc1ccccc1C1=NOC(C)(c2sc(-c3ccc(Cl)cc3)nc2C)C1 (centres undefined)	2%	-3%	-8%	0	20%	5%	42%[activator]	19%	-20%
32	COc1cccc(C2N(Cc3ccccc3)C(=O)C2(F)F)c1OC (centres undefined)	-1%	-6%	-6%	-1	18%	-2%	49%[activator]	8%	-20%
33	COc1ccc(OC)c(NC(=O)C23CCC(C)(C(=O)C2)C3(C)C)c1 (centres undefined)	-3%	-5%	0%	3	-2%	-6%	16%	1%	-22%
34	O=C(NCc1cccc(Cl)c1)C1CCN(C(=O)c2sccc2-n2cccc2)CC1	/	10%	-4%	-6	12%	-2%	33%	/	/
35	COc1ccc(/C(O)=C2\C(=O)C(=O)N(CCN(C)C)C2c2cccc(OC)c2OC)cc1 (centres undefined)	-4%	2%	4%	0	77%	-12%	108%[activator]	5%	-16%
36	CCn1cc(/C=C(\NC(=O)c2ccc(C)cc2)C(=O)NCCN2CCOCC2)c2ccccc21	-4%	11%	-5%	3	40%	-15%	21%	11%	-6%
37	O=C(O)COc1ccc(/C=C/c2ccc3cccc([N+](=O)[O-])c3n2)cc1	-5%	?	-15%	-5	1%	1%	?	18%	20µM*
38	Cc1ccc(SCC(=O)Nc2ccc(N3CCOCC3)cc2)c(C)c1	2%	-23%	-1%	-7	33%	-9%	77%[activator]	18%	-6%
39	Cn1cc([N+](=O)[O-])c(C(=O)N(Cc2ccccc2)Cc2ccccc2)n1	-4%	2%	-2%	3	2%	-3%	17%	?	-14%
40	CCOC(=O)N1CCN(C(=O)C(NC(=O)c2ccc(CC)cc2)C(C)C)CC1 (centres undefined)	-5%	-3%	0%	-13	21%	1%	-14%	-4%	8%
41	Cc1cccnc1NC(=O)CCNC(=O)c1ccccc1Cl	2%	7%	-3%	-5	17%	1%	22%	34%	-22%
42	CCOC(=O)c1c(C)[nH]c(C(=O)COC(=O)CSC)c1C	2%	-12%	-1%	-1	14%	-7%	5%	?	4%
43	CC(=O)N1CCN(Cc2nc3cc(Cl)ccc3c(=O)[nH]2)CC1	-4%	-27%	0%	-2	28%	-1%	157%[activator]	1%	-10%
44	O=C(c1ccc(Br)cc1)N(Cc1ccco1)c1ccccn1	4%	-21%	-1%	-8	-1%	-3%	19%	/	-11%
45	O=C(NCCCN1CCOCC1)c1ccc2nc(Cc3cccc(Cl)c3)oc2c1	-4%	-5%	0%	-4	0%	-15%	25%	49%	-1%
46	COc1cc(Cl)c(C)cc1NC(=O)CSc1ccccc1	0%	-9%	-8%	-12	21%	-13%	6%	3%	-10%
47	Cc1nc2sc(C(c3cccc(F)c3)N3CCCC(C)C3)c(O)n2n1 (centres undefined)	-1%	9%	-5%	2	6%	-13%	14%	-1%	-11%
48	CCOC(=O)CSc1nc(N)nc(C)c1Cl	-2%	-2%	-8%	3	4%	-7%	71%[activator]	21%	-23%
49	CC(C)C[C@H](NC(=O)[C@@H]1O[C@H]1C(=O)O)C(=O)NCCCCN=C(N)N	-2%	13%	-1%	-4	5%	0%	-16%	4%	-6%
50	CSc1ccccc1NC(=O)Cn1c([N+](=O)[O-])cnc1C	-4%	14%	-2%	-8	23%	1%	27%	5%	-17%
51	COc1cccc(/C=C2\SC(=S)N(C(C(=O)O)c3ccccc3)C2=O)c1OC (centres undefined)	-7%	-22%	-11%	-2	29%	-17%	?	?	-2%
52	CCc1noc(C)c1C(=O)Nc1ccc(C(F)(F)F)cc1	3%	12%	-1%	1	1%	-12%	-2%	23%	-15%

Given with one line to a screen: two of the compounds above.
(51) COc1cccc(/C=C2\SC(=S)N(C(C(=O)O)c3ccccc3)C2=O)c1OC (centres undefined)
(52) CCc1noc(C)c1C(=O)Nc1ccc(C(F)(F)F)cc1

Compound	51	52
GRP78 ERSR act	-7%	3%
Pol kappa inh	-22%	12%
BLM helicase inh	-11%	-1%
LDHA block	-2	1
Pol beta inh	29%	1%
Apoferritin bind	-17%	-12%
POLI inh	?	-2%
APEX1 inh	?	23%
Pol eta inh	-2%	-15%

Source: PubChem BioAssay (National Center for Advancing Translational Sciences (NCATS))
